PGK inhibitor: blocks T. brucei phosphoglycerate kinase. PGK/GAPDH coupled, Kinase-Glo luminescence, 60 min. 0.043% of 380,000 active. Potency, µM (series often up to 57.5 µM), for the others: at the highest dose activity change, negative = inhibition, hits mostly inhibitors. P07378; also: potency is read from the fitted curve at half-maximal effect; % is scaled to controls: 0 for no effect and ±100 for the full control effect; nearly all actives have a fitted effect of over 60% in size
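Recombinant glycosomal PGK reaction used 1,3-bisphosphoglycerate generated in-well by GAPDH (100nM final) in 100mM TEA pH 7.6, 5mM MgCl2, 0.01% Tween-20. After 60 minutes at room temperature, ATP was read by Kinase-Glo Plus luminescence end-point.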
RXFP1 antag: antagonists of human relaxin receptor RXFP1; activity change, negative = inhibition, % at 57.5 µM; AID 1259400; HEK293-RXFP1, relaxin-stimulated cAMP HTRF, 30 min; hits give low values; Q9HBX9; 0.59% of 350,000 active;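 active = activity change of -60% or lower, but not beyond a set lower limit; inconclusive = change between -60% and -40%, or beyond the set limit; inactive = change above -40%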; also: % is scaled to controls: 0 for no effect and ±100 for the full control effect
Target sequence (Q9HBX9 whole entry, looked up): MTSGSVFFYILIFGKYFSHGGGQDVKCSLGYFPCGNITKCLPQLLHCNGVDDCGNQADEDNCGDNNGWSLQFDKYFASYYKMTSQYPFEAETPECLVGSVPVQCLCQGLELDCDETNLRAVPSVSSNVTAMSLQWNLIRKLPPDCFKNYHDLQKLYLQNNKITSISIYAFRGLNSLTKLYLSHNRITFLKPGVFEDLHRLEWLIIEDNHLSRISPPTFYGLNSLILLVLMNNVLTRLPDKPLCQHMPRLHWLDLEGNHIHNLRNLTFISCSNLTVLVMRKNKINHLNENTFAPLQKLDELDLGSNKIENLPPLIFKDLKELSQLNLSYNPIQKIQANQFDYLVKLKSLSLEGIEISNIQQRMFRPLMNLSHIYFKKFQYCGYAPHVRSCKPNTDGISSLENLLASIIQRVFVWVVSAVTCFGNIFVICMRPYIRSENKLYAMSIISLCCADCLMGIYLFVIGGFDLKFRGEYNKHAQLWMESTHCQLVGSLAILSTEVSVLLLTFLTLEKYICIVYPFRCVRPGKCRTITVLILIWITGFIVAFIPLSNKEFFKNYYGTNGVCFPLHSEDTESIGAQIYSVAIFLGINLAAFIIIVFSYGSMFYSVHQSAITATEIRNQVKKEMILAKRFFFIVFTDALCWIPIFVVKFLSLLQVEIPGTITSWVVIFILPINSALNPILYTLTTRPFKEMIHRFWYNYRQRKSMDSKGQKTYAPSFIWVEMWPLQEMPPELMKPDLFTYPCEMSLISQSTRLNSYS
APEX1 inh: APE1 (human) endonuclease inhibition. P27695. AID 2517. 0.35% of 350,000 active. Potency, µM (doses to about 65.8 µM), for the others: at the top dose activity change, negative = inhibition, actives largely listed as inhibitors. recombinant APE1, TAMRA/BHQ-2 abasic DNA cleavage fluorescence;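 also: potency is read from the fitted curve at half-maximal effect; plate controls were vehicle for no effect and reference inhibitor for full effect; nearly all actives have a fitted effect of over 55% in size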
Target sequence (P27695 whole entry, looked up): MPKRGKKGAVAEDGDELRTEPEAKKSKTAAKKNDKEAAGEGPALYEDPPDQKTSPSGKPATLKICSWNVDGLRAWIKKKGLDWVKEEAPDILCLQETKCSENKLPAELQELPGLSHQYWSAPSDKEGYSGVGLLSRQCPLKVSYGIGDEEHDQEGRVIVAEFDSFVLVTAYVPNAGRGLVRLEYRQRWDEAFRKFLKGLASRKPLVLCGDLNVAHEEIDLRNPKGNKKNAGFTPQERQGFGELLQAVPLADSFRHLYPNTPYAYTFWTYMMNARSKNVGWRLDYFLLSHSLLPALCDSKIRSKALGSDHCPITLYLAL
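0.75 nM APE1 + cpd, 15 min RT; start w/ 50 nM TAMRA/BHQ-2 THF-abasic dsDNA; kinetic fluor 525/598 nm ×3 reads @60 s; Δ(read3−read1); normalized to DMSO and NSC13755 control wells.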
Pol iota inh: DNA polymerase iota (human) inhibition | Q9UNA4 | Pol iota fluorescent replication assay, 10 min | Potency, µM (highest dose often 115 µM), for inactives: at the highest dose activity, negative = inhibition, hits mostly inhibitors | 1% of 390,000 active; also: potency is read from the fitted curve at half-maximal effect
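Fluorescent replication assay read twice, at 0 min and 10 min after adding 50 nM (final) substrate. Enzyme (10 nM) and compounds were first incubated 15 min at room temperature; enzyme-free buffer wells were negative controls.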
Apoferritin bind: candidate novel general anesthetic via apoferritin binding; P02791; apoferritin/1-aminoanthracene competitive binding, fluorescence; Potency, µM (highest dose often 77.5 µM), for the others: at the top dose activity change, negative = displacement, most hits filed as inhibitors; 0.074% of 350,000 active; AID 485281; also: potency is read from the fitted curve at half-maximal effect; % is scaled to controls: 0 for no effect and ±100 for the full control effect; nearly all actives have a fitted effect of over 20% in size
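Steps: apoferritin (10 uM) was premixed with half-saturated 1-AMA in PBS, compounds were pin-transferred, plates stood 10 min at room temperature, fluorescence was read at 380/535 nm, and curves were fitted with a Hill equation.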
POLB inh: inhibitors of human DNA polymerase beta | 1.3% of 340,000 active | Pol beta primer extension/strand displacement, fluorescence kinetic | Potency, µM (doses to about 114 µM), for the others: at the top dose activity change, negative = inhibition, most hits filed as inhibitors | P06746; also: potency is read from the fitted curve at half-maximal effect; % is scaled to controls: 0 for no effect and ±100 for the full control effect
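Preincubation: enzyme (10 nM) with compound, 15 min, RT. Reaction: substrate added to 50 nM final. Reads: 0 and 10 min. Analysis: normalized, Hill fit.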
Pol eta inh: DNA polymerase eta (human) inhibition. 1.2% of 390,000 active. Potency, µM (highest dose often 114 µM), for inactives: at the top dose activity change, negative = inhibition, usual class: inhibitors. recombinant Pol eta, fluorescent DNA replication assay; also: potency is read from the fitted curve at half-maximal effect; % is scaled to controls: 0 for no effect and ±100 for the full control effect
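Fluorescent replication assay: 50 nM final substrate added after a 15 min room-temperature compound preincubation with 10 nM enzyme. Signal taken at 0 min and again at 10 min.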
BLM helicase inh: blocks DNA unwinding by human BLM helicase; 0.2% of 350,000 active; P54132; recombinant BLM DNA unwinding, fluorescence dequenching; Potency, µM (highest dose often 56.1 µM), for inactives: at the top dose activity change, negative = inhibition, usual class: inhibitors;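 also: potency is read from the fitted curve at half-maximal effect; plate controls were vehicle for no effect and no enzyme for full effect; nearly all actives have a fitted effect of over 35% in size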
Pol kappa inh: DNA polymerase kappa (human) inhibition. purified Pol kappa, fluorescent DNA synthesis assay, 10 min. Q9UBT6. Potency, µM (top dose mostly 107 µM), without a hit: top-dose activity, negative = inhibition, usual class: inhibitors. 0.53% of 400,000 active. AID 588579; also: potency is read from the fitted curve at half-maximal effect; % is scaled to controls: 0 for no effect and ±100 for the full control effect
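50 nM final substrate added after 15 min RT preincubation of 10 nM Pol kappa with compound; fluorescence read at 0 and 10 min.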
Active calls of the source: *; i = inactive; ? = inconclusive; . = not tested or not shown; & = joins results of further samples; [ ] = dose if it differs, or a comment. Unless noted, calls follow the shape of the dose curve; as a rule, active = well fitted curve in the direction sought with a large enough effect; inconclusive = small, poorly fitted or top-dose-only effect, or another doubt; inactive = no such curve, though single readings can be large; an effect the other way counts as inactive or inconclusive. An excerpt (hit frequency here may not be typical).

cpd | SMILES | POLB inh | Apoferritin bind | Pol kappa inh | BLM helicase inh | Pol eta inh | PGK inhibitor | Pol iota inh | APEX1 inh | RXFP1 antag
1 | O=C(c1cc([N+](=O)[O-])ccc1Cl)N1CCN(Cc2ccccc2)CC1 | 0% | -12% | 4% | -2% | -2% | -1% | -2% | 49% | -6
2 | O=C(NCc1ccc(F)cc1)C(C(=O)NCc1ccc(F)cc1)c1ncc(C(F)(F)F)cc1Cl | 42% | -5% | -18% | -2% | 8% | -5% | 5% | -2% | 3
3 | O=C(Cn1c(=O)oc2ccccc21)Nc1nc(-c2ccccc2)cs1 | ? | -6% | -1%[60.1 µM] | -5% | 1% | 8% | ? | 2% | -18
4 | COc1ccc(Br)cc1/C=N/N1CCN(Cc2ccccc2)CC1 | ? | -1% | 0% | -7% | -23% | -10% | 10% | -4% | -8
5 | COC(=O)Cc1c(C)c2ccc(OCC(=O)NCc3ccc4c(c3)OCO4)cc2oc1=O | 37% | -3% | -4% | 1% | -4% | -6% | -17% | -7% | 15
6 | COc1ccccc1CNS(=O)(=O)c1csc(C(N)=O)c1 | 0% | -2% | -10% | 1% | -6% | -8% | -12% | 30% | 9
7 | COCCNC(=O)c1cc2nc3c(c(C(F)(F)F)n2n1)CCc1ccccc1-3 | 17% | -3% | -14% | 7% | -5% | -8% | 67%[activator] | 3% | 10
8 | CCOC(=O)c1[nH]c(C)c(C(=O)NCc2ccc(F)cc2)c1C | ? | ? | -22% | -1% | -3% | -7% | 32%[activator] | . | -2
9 | COc1ccc(S(=O)(=O)N2CCN(C3CCCC(C)C3)CC2)cc1 (stereo not drawn) | 11% | 4% | -3% | 0% | -16% | i | 58%[activator] | 15% | -18
10 | O=S(=O)(NCC1CCCO1)c1cccc(S(=O)(=O)N2CCCC2)c1 (stereo not drawn) | 6% | -9% | -1% | 0% | -7% | -5% | 12% | -1% | 0
11 | Cc1ccc(C(=O)C(SC(C)(C)C)n2cncn2)cc1 (stereo not drawn) | 79% | -8% | -13%[60.1 µM] | -5% | -10% | i | -16% | 22% | 3
12 | COC(=O)C1=C(NC(=O)c2ccccc2[N+](=O)[O-])CCS1 | 1% | ? | 3% | -2% | -1% | i | 19% | -2% | -13
13 | COc1ccc(-n2cc(-c3ccc(OC)c(OC)c3)[nH]c2=S)cc1 | 0% | -17% | -4% | -4% | -11% | 0% | 0% | 1% | -25
14 | O=c1c(N2CCOCC2)c(N2CCOCC2)c1=O | 1% | 8% | 2% | -1% | -25% | i | 27% | 1% | 12
15 | COc1ccc2cc(C(=O)O)n(CC(=O)c3ccccc3)c2c1 | 31% | 4% | -2% | 0% | -3% | 7% | 13% | -7% | -24
16 | CCOC(=O)c1nn(-c2ccc(Cl)cc2C)ccc1=O | 0% | -6% | -16% | -5% | 3% | 5% | 1% | 31% | 7
17 | CCCc1cc(C(=O)OC)c(NC(=O)c2cc(C)on2)s1 | 30% | 4% | -14% | -12% | -16% | 8% | 18% | 6% | 1
18 | Cc1nc2nc(SCC(=O)NCCCN3CCCCCC3)nn2c(C)c1Cc1ccccc1 | 25% | -1% | 5% | 0% | -5% | -2% | 26% | 20% | 6
19 | COCCNC(=O)C(c1ccc(C)o1)N(C(=O)c1snc(C(N)=O)c1N)c1cc(C)cc(C)c1 (stereo not drawn) | -12% | -19% | -7% | -3% | -13% | 9%[11.5 µM] | -8% | -8% | -15
20 | CCOC(=O)CC(=O)CSc1nc2ccccc2c(=O)n1-c1ccc(C(=O)N2CCOCC2)cc1 | 4% | -8% | -10% | -3% | -9% | -1% | -7%[58.9 µM] | 0% | 7
21 | CC1=C(OC(=O)c2ccc(Br)cc2)C(C)(C)C(c2ccccc2)OC1=O (stereo not drawn) | 13% | -16% | -3% | 0% | -17% | 1% | 9% | 0% | -13
22 | COc1ccc(CNC(=O)C2CCN(c3nn4c(=O)cc(C)nc4s3)CC2)cc1 | 8% | 1% | -3% | 0% | 2% | 1% | 5% | 45%[activator] | -2
23 | COCCn1c(-c2ccc(Br)cc2)csc1=Nc1cccnc1 | 10% | -16% | -2% | -3% | -24% | -2% | 99%[activator] | 0% | -24
24 | O=C(NNc1cccc(Cl)n1)c1cccnc1Cl | 0% | 0% | -10% | 0% | 3% | . | -3% | 25% | -1
25 | COC(=O)C1C(=O)c2c([nH]c(C(=O)OCC3CCCO3)c2C)CC1C (stereo not drawn) | 0% | 2% | 10% | 4% | -2% | -2% | -17% | -2% | -7
26 | c1ccc(C2=Nn3c(nnc3-c3ccccn3)SC2)cc1 | -1% | -16% | 1% | 1% | -3% | i | 17% | 1% | -15
27 | COCC(C)NCc1ccc(C)cc1C (stereo not drawn) | 0% | 5% | 3% | -1% | -18% | 8% | 35%[activator] | 5% | 2
28 | Cc1cc(C)n(-c2ccc(C(=O)OCC(=O)c3c(N)n(C)c(=O)n(C)c3=O)cc2)n1 | 12% | ? | -1% | -1% | 1% | -2% | 14% | 11% | 10
29 | CCOc1ccc(NC(=O)CSc2nc3nc(C)c(Cc4ccccc4)c(C)n3n2)cc1 | -23% | ? | -1%[60.1 µM] | -4% | -27% | -1% | -14% | . | -28
30 | CN(CC(=O)Nc1ccc(F)cc1)C(=O)c1cccc(S(=O)(=O)N2CCN(c3ccc(F)cc3)CC2)c1 | . | . | -12% | . | -16% | -8% | 9% | 30% | -1

Ordered by formula weight (ascending): 10 of the compounds above.
cpd | SMILES | POLB inh | Apoferritin bind | Pol kappa inh | BLM helicase inh | Pol eta inh | PGK inhibitor | Pol iota inh | APEX1 inh | RXFP1 antag
27 | COCC(C)NCc1ccc(C)cc1C (stereo not drawn) | 0% | 5% | 3% | -1% | -18% | 8% | 35%[activator] | 5% | 2
16 | CCOC(=O)c1nn(-c2ccc(Cl)cc2C)ccc1=O | 0% | -6% | -16% | -5% | 3% | 5% | 1% | 31% | 7
12 | COC(=O)C1=C(NC(=O)c2ccccc2[N+](=O)[O-])CCS1 | 1% | ? | 3% | -2% | -1% | i | 19% | -2% | -13
8 | CCOC(=O)c1[nH]c(C)c(C(=O)NCc2ccc(F)cc2)c1C | ? | ? | -22% | -1% | -3% | -7% | 32%[activator] | . | -2
13 | COc1ccc(-n2cc(-c3ccc(OC)c(OC)c3)[nH]c2=S)cc1 | 0% | -17% | -4% | -4% | -11% | 0% | 0% | 1% | -25
3 | O=C(Cn1c(=O)oc2ccccc21)Nc1nc(-c2ccccc2)cs1 | ? | -6% | -1%[60.1 µM] | -5% | 1% | 8% | ? | 2% | -18
1 | O=C(c1cc([N+](=O)[O-])ccc1Cl)N1CCN(Cc2ccccc2)CC1 | 0% | -12% | 4% | -2% | -2% | -1% | -2% | 49% | -6
23 | COCCn1c(-c2ccc(Br)cc2)csc1=Nc1cccnc1 | 10% | -16% | -2% | -3% | -24% | -2% | 99%[activator] | 0% | -24
5 | COC(=O)Cc1c(C)c2ccc(OCC(=O)NCc3ccc4c(c3)OCO4)cc2oc1=O | 37% | -3% | -4% | 1% | -4% | -6% | -17% | -7% | 15
30 | CN(CC(=O)Nc1ccc(F)cc1)C(=O)c1cccc(S(=O)(=O)N2CCN(c3ccc(F)cc3)CC2)c1 | . | . | -12% | . | -16% | -8% | 9% | 30% | -1

Single entries from the results shown.
`COCCNC(=O)c1cc2nc3c(c(C(F)(F)F)n2n1)CCc1ccccc1-3` in PGK inhibitor shows -8%
`COCCNC(=O)C(c1ccc(C)o1)N(C(=O)c1snc(C(N)=O)c1N)c1cc(C)cc(C)c1` (stereo not drawn) in POLB inh shows -12%

(continued)
cpd | SMILES | POLB inh | Apoferritin bind | Pol kappa inh | BLM helicase inh | Pol eta inh | PGK inhibitor | Pol iota inh | APEX1 inh | RXFP1 antag
31 | COC(=O)C1=C(C(=O)OC)[C@@H]2N(C)c3ccc(OC)cc3[C@@]23C[C@@H](C(=O)OC)N=C3N1 | 20% | -11% | -7% | -2%[12.4 µM] | -17% | -2% | 0% | -2%[12.4 µM] | .
32 | CCOC(=O)C1=C(COC(=O)c2ccc(OC)c(OC)c2OC)NC(=O)NC1C (stereo not drawn) | . | . | -2% | . | 3% | -6% | 8% | 26% | 0
33 | Cc1cccc(C(=O)O[C@H]2[C@H](Cc3ccccc3)NS(=O)(=O)[C@H]3CC4C=C[C@]23O4)c1 | . | . | 7%&14% | . | -11% | -10% | 24%&32% | 1% | .
34 | Cc1ccc(S(=O)(=O)CCC(=O)OC2CC(C)OC2=O)cc1 (stereo not drawn) | . | . | 0% | . | -15% | -3% | 36%[activator] | 15% | 4
35 | CC(=O)c1c(C)[nH]c(C(=O)OCC(=O)NCc2ccc3c(c2)OCO3)c1C | . | . | 15% | . | -16% | -7% | -17% | 3% | 5
36 | COc1ccccc1C(=O)Nc1ccnn1C1CCN(C(=O)c2cnsn2)CC1 | 59% | -6% | -10% | -1% | -10% | -6% | 13% | 0% | -10
37 | COc1ccc2nc(SCC(=O)O)nc(C)c2c1 | 2% | -1% | -5% | -1% | 8% | 6% | 8% | 2% | -2
38 | COc1ccccc1-c1oc2ccccc2c1C#CC(C)(C)O | . | . | 1% | . | -19% | -8% | 18% | -6% | .
39 | O=[N+]([O-])c1ccc(Nc2cccc3c2[nH]c2c(-c4ccccc4)nccc23)c([N+](=O)[O-])c1 | . | . | -14% | . | 4% | i | 11% | . | -10
40 | CC(C)(C)NS(=O)(=O)c1ccc(N2C(=O)c3ccccc3C2=O)cc1 | -1% | ? | -4% | -1% | 4% | -4% | 8% | -2% | -13
41 | O=C(NN1C(=O)NC2(CCCCC2)C1=O)c1cc2ccccc2o1 | . | . | -1% | . | -14% | -4% | 15% | 6% | 4
42 | Cc1[nH]c2ccccc2c1/C=N/NC(=O)c1cccc(S(=O)(=O)Nc2cccc(C(F)(F)F)c2)c1 | -23% | -9% | -16% | -16% | -5% | -5% | -18% | 2% | -16
43 | CN(C)c1ccc(C=NNc2ccccn2)c(Cl)c1 | . | . | -22% | . | -8% | -10% | 0% | . | 3
44 | COc1ccc(CN2C(=O)N(c3ccc(F)cc3)C(=O)C2CC(=O)Nc2ccccc2)cc1 (stereo not drawn) | 46% | 7% | -12% | -4% | -9% | 2% | 32%[activator] | . | .
